# GalR3 antag: human GalR3 antagonism; O60755; HEK293 GalR3-CNG cAMP membrane potential fluorescence; galR3 body fused to GalR1 C-terminus; inhibition, % at 3 µM; 360,000 tested, 0.44% active; AID 651719;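 active = inhibition above the screen-wide average plus 3 SD, cut at about 13% in these data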;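 also: forskolin and galanin both at EC90 stimulate the cells; cAMP rise reported by CNG channel membrane potential dye signal; 0% = forskolin plus galanin with DMSO and 100% = forskolin alone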
# Target sequence (O60755 1-299 limits assumed): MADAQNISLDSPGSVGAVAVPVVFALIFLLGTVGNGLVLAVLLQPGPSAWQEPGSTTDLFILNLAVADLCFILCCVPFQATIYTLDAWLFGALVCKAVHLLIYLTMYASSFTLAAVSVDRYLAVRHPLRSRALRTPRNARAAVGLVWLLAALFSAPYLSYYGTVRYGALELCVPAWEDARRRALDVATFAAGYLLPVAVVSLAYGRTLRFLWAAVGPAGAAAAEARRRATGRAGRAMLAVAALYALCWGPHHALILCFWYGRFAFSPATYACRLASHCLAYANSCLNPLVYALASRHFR
# * hit, by the source's call. These rows are one share of the data; count on the stated rates, not on these rows.
no.	Structure	GalR3 antag
1	CCCCOc1ccc(C(=O)NC2CCCCN(CCC)C2=O)cc1 (configuration not stated)	-6
2	O=C(C(=O)N1CCC(CNC(=O)C2COc3ccccc3O2)CC1)c1cccs1 (configuration not stated)	-7
3	COc1cccc(C(=O)N2CCC2(C)C(=O)O)c1 (configuration not stated)	-1
4	Cc1cccc(C)c1NC(=O)C(C1CC1)n1c(-c2ccc(C(F)(F)F)cc2)nc2ccccc21 (configuration not stated)	-9
5	CCNC(=O)C1(C)CCN(C(=O)c2ccc3c(c2)OCO3)C1 (configuration not stated)	-5
6	CCCC[C@@H]1Cc2[nH][nH]c(=O)c2[C@H](c2ccc(C(C)C)cc2)O1	-6
7	CC(=O)Nc1ccc(CNc2nc(NCCN(C)C)nc3cc(-c4ccccc4)sc23)cc1	-3
8	O=C1O[C@@H](c2ccccc2)C[C@@H](O)C(=O)CCc2ccccc21	-5
9	OCCN1CCN(c2ncnc3c2ncn3[C@H]2CN(Cc3ccc(F)cc3)C[C@@H](CO)O2)CC1	-4
10	CCOC(=O)[C@]12CCC=C1N(Cc1ccco1)C(=O)[C@H](CC(=O)NCC1CCCCC1)C2	-6
11	C#CCN([C@@H](C)C(=O)OCC)S(=O)(=O)c1ccc(Br)cc1F	-7
12	COc1cc(CNc2ncnc3c2ncn3[C@H]2CN(Cc3ccco3)C[C@@H](CO)O2)cc(OC)c1OC	-6
13	O=C(O)c1ccccc1-c1cccc2nncn12	-1
14	CCCCCCn1cc(CN2CC(N3CCN(Cc4ccccc4F)CC3)CS2(=O)=O)nn1 (configuration not stated)	-7
15	Cc1cccc(C)c1-n1nnnc1C(c1ccnc2ccccc12)N(Cc1ccccc1)Cc1ccccc1 (configuration not stated)	-7
16	COc1cccc(C(c2nnnn2-c2c(C)cccc2C)N2CCN(C/C=C/c3ccccc3)CC2)c1OC (configuration not stated)	-8
17	Cn1c(=O)c2cc(NC(=S)NC3CCCCC3)ccc2n1Cc1cccc(C(F)(F)F)c1	-9
18	O=C(Nc1ccc(F)cc1)C(c1ccncc1)N1CCN(CC(=O)N2CCCC2)CC1 (configuration not stated)	2
19	CN(C(=O)[C@@H](Cc1ccccc1)NC(=O)[C@H]1O[C@@H](n2ccc(=O)[nH]c2=O)[C@H](O)[C@@H]1O)C1CCCCC1	-8
20	CCCCn1nnnc1C(c1ccccc1)N1CCCN(Cc2ccc(F)cc2)CC1 (configuration not stated)	-11
21	CCC(C(=O)NCc1ccccc1)n1c(CSCCOc2ccccc2)nc2ccccc21 (configuration not stated)	-5
22	CCCCN(C=O)c1c(CC)nc2c(OCC(=O)c3ccc(F)cc3)cccn12	-3
23	CCc1nc2c(OCC3CCCCC3)cccn2c1N(C=O)Cc1ccc(OC)cc1	-8
24	CN(Cc1ccc(Cl)cc1)C(c1cc2ccccc2o1)c1nnnn1C(C)(C)C (configuration not stated)	-6
25	CC(C)(C)c1ccc(C#C[C@@H]2C=C[C@@H](O)[C@@H](COC(=O)NCc3ccccc3)O2)cc1	-6
26	CCOc1ccc(CCN2C(=O)C(=O)N([C@@H](CC(C)C)CN3CCC[C@H]3CN3C(=O)C(=O)NC[C@@H]3Cc3ccc(O)cc3)C[C@@H]2CC(C)C)cc1	-9
27	Nc1[nH]c(C(=O)c2ccccc2)c(-c2ccc(Cl)cc2)c1C(=O)NCCc1c[nH]c2ccccc12	-5
28	Nc1nc2c(ncn2[C@@H]2O[C@H](CNCc3ccccc3)[C@@H](O)[C@H]2O)c(=O)[nH]1	-5
29	C[C@@H]1CN(c2ccc(N3CCNC[C@H]3C)cc2C#N)C[C@H](C)O1	-7
30	O=C(CC[C@H]1O[C@@H](n2cnc3c(NC(=O)c4ccccc4)ncnc32)[C@H](O)[C@@H]1O)N[C@@H](CO)Cc1c[nH]c2ccccc12	-7
31	CCOC(=O)C1(C)CCN1C(=O)c1ccco1 (configuration not stated)	-7
32	CC1=C(C(=O)N(C(C)C)C(C)C)CC(CC(=O)NCCCN(C)C)C(=O)N1CCCN1CCCC1=O (configuration not stated)	-4
33	CCOC(=O)[C@]12CCC=C1N(CCC1=CCCCC1)C(=O)[C@H](CC(=O)NCCC(C)C)C2	-1
34	CC(N)C(=O)NC(C(=O)NC(C)C(=O)Nc1cccc2ccccc12)C(C)C (configuration not stated)	-5
35	CC(C)c1ccc(NC(=O)C2Cc3c(-c4cccc(C(N)=O)c4)ccnc3O2)cc1 (configuration not stated)	-4
36	CCc1nc2ccc(C(=O)N3CCN(S(=O)(=O)CC)CC3)cn2c1N(CC)Cc1cccc(Br)c1	-5
37	O=C(NCc1ccccc1Cl)[C@H]1CCCN1C(=O)[C@H]1CCCN1C(=O)c1cccs1	2
38	COCCNc1nc(Oc2cccc(NC(C)=O)c2)c2sccc2n1	-3
39	Cc1cccc(NC(=O)c2nc[nH]c2C(=O)N(C)CCO)c1	-7
40	CN(c1cccnc1)c1ccc(NC(=O)Cc2c[nH]c3ccccc23)cc1Br	3
41	CC(C)c1ccc(CN2CCC2(C)C(=O)Nc2ccc3c(c2)OCO3)cc1 (configuration not stated)	-8
42	CCNC(=O)C1(C)CCCN(C(=O)c2ccc3sccc3c2)C1 (configuration not stated)	-6
43	CC1(c2nnnn2Cc2ccccc2)CCC(=O)N1CC(F)(F)F (configuration not stated)	-7
44	CCn1ncc2c(=O)c(C(=O)c3ccccc3)c[nH]c21	-7
45	COc1ccc(C(=O)N2CCCCC2c2cc(C(=O)NCc3ccc(F)cc3)no2)cc1 (configuration not stated)	-7
46	COC(=O)C1=C(C)N(Cc2cccc(C(F)(F)F)c2)C(=NCc2ccc(C(F)(F)F)cc2)NC1c1cccc(F)c1 (configuration not stated)	-6
47	CC(C(=O)NC1CCCC1)n1c(-c2ccncc2)nc2ccccc21 (configuration not stated)	3
48	Cc1cccc(C(=O)O)c1O	-4
49	CC(=O)Nc1ccc(-c2ccnc3c2CC(C)(C(=O)NCC2CC2)O3)cc1 (configuration not stated)	-1
50	COC(=O)[C@@]12C[C@@H](CC(=O)NCc3cccs3)C(=O)N(CCc3ccc(OC)c(OC)c3)C1=CCC(C)(C)C2	-6
51	CCc1nc2c(OCc3cccc(Cl)c3)cccn2c1N(C)C(=O)Nc1ccccc1OC	-4
52	CCOc1ccc(-c2cc(C(=O)NCc3cc(OC)cc(OC)c3)[nH]n2)c(C)c1	-5
53	COc1ccc(C2C=CC(=O)CC2)c(OC)c1 (configuration not stated)	-6
54	Cc1ccc(CN2CCC=CS2(=O)=O)cc1	-5
55	CC(C)C(C(=O)NCc1ccccc1)N1CCN(C(=O)C2CCCO2)CC1 (configuration not stated)	-7
56	COc1ccc(NC(=O)c2ccc3nc(C)c(N(C)C(=O)CCc4ccccc4)n3c2)cc1OC	-4
57	C[C@@H](NC(=O)[C@H]1O[C@@H](n2cnc3c(N)ncnc32)[C@H](O)[C@@H]1O)c1cccc2ccccc12	-2
58	CCOC(=O)C1=CCC(c2ccccc2)N(S(=O)(=O)c2ccccc2)C1 (configuration not stated)	-11
59	Cc1ccccc1S(=O)(=O)NC(=O)C1(C)CCN1C(=O)Cc1ccc(Cl)cc1Cl (configuration not stated)	-4
60	CNc1cncc(-c2ccc(OC)c(OC)c2)n1	-5

# Six structures from above, ordered by formula weight, low to high:
no.	Structure	GalR3 antag
48	Cc1cccc(C(=O)O)c1O	-4
60	CNc1cncc(-c2ccc(OC)c(OC)c2)n1	-5
49	CC(=O)Nc1ccc(-c2ccnc3c2CC(C)(C(=O)NCC2CC2)O3)cc1 (configuration not stated)	-1
58	CCOC(=O)C1=CCC(c2ccccc2)N(S(=O)(=O)c2ccccc2)C1 (configuration not stated)	-11
56	COc1ccc(NC(=O)c2ccc3nc(C)c(N(C)C(=O)CCc4ccccc4)n3c2)cc1OC	-4
50	COC(=O)[C@@]12C[C@@H](CC(=O)NCc3cccs3)C(=O)N(CCc3ccc(OC)c(OC)c3)C1=CCC(C)(C)C2	-6

# Taken from above:
# Under GalR3 antag, COC(=O)C1=C(C)N(Cc2cccc(C(F)(F)F)c2)C(=NCc2ccc(C(F)(F)F)cc2)NC1c1cccc(F)c1 (configuration not stated) has the entry -6
# Under GalR3 antag, CCNC(=O)C1(C)CCCN(C(=O)c2ccc3sccc3c2)C1 (configuration not stated) has the entry -6

# (list continues)
no.	Structure	GalR3 antag
61	O=C(N[C@H]1CC[C@H](CC(=O)N2CCCCC2)O[C@@H]1CO)c1cccc(F)c1	-5
62	NC(c1ccccc1)c1csc(Nc2ccc(C(=O)c3ccccc3)cc2)n1 (configuration not stated)	-2
63	Cc1cccc(C)c1NC(=O)C1(C)CN(S(C)(=O)=O)CC(=O)N1Cc1ccco1 (configuration not stated)	-8
64	O=C(N[C@H](C(=O)N1CCC[C@H]1C(=O)NCc1ccccc1)C1CCCCC1)c1ccccc1	-2
65	O=C(C(=O)N1CCC(Cc2ccccc2)CC1)c1cccs1	-2
66	Fc1cccc(Cc2c(-c3cccc(Cl)c3)nc3c(Cl)cc(C(F)(F)F)cn23)c1	1
67	NC(CO)c1csc(Nc2ccc(C(=O)c3ccccc3)cc2)n1 (configuration not stated)	-10
68	COc1ccc(-c2cc3nc(NCc4ccc(C)cc4C)n(C)c(=O)c3s2)cc1OC	-7
69	CCNC(=O)C1CCCN(C(=O)c2ccc(N(C)C)cc2)CC1 (configuration not stated)	-2
70	O=C1NC[C@@H](CCCCN2C[C@H](Cc3ccccc3)N(Cc3ccccc3)C(=O)C2=O)N(CCc2ccccc2)C1=O	-6
71	CCCCn1nnnc1C(c1ccccc1)N1CCN(c2ccc(C)cc2)CC1 (configuration not stated)	-8
72	CCOC(=O)[C@]12CCCC=C1N(Cc1ccco1)C(=O)[C@H](CC(=O)N1CCN(C(=O)c3ccco3)CC1)C2	-5
73	O=C(NC(c1ccc(-c2ccccc2)cc1)c1cnccn1)C1CCN(Cc2ccc(Cl)c(Cl)c2)CC1 (configuration not stated)	-7
74	COc1ccccc1C(C(=O)c1ccccc1)c1ccc(O)cc1 (configuration not stated)	-8
75	CCOC(=O)C1=Nc2cccc3c(O)ccc1c23	-6
76	COc1ccc(NC(=O)C2c3ccccc3OCC(=O)N2CCc2ccccc2)cc1 (configuration not stated)	0
77	C[C@H](CO)N1C[C@H](C)[C@@H](CN(C)C(=O)Nc2cccc(Oc3ccccn3)c2)OCc2cn(nn2)CCCC1=O	-8
78	CCC(CC)C(C(=O)NC1CCCC1)N1CCN(c2cc(C)nc3ccccc23)CC1 (configuration not stated)	-4
79	CC(=O)c1cccc(NC(=O)c2cccc3c(-c4cccc(C(N)=O)c4)coc23)c1	-5
80	CCNC(=O)c1cc2c(c(-c3cccc(-c4cccnc4)c3)n1)[C@H](CCO)N(S(C)(=O)=O)C2	-1
81	C#CCNC(=O)C[C@@H]1C[C@@]2(C(=O)OC)CCCCC=C2N(Cc2ccccc2)C1=O	-6
82	CC(C)C1C(=O)N(Cc2cn(CCC3OCCO3)nn2)CCS(=O)(=O)N1Cc1ccc(-c2ccccc2C(F)(F)F)cc1 (configuration not stated)	-6
83	CCCN(C)C1CN(Cc2cn(Cc3ccccc3)nn2)S(=O)(=O)C1 (configuration not stated)	-5
84	CCCCOCCCNC(=O)C[C@@H]1C[C@@]2(C(=O)OC)CC(C)(C)CC=C2N(Cc2ccccc2)C1=O	-8
85	COc1ccc(NC(=O)c2cc(-c3cc(F)ccc3OC)n[nH]2)c(C)c1	-8
86	Cc1cc(C)n2c(Nc3c(C)cccc3C)c(CC(C)C)nc2n1	-9
87	OC(c1ccc(Cl)cc1)c1ncc(-c2cccc(C(F)(F)F)c2)[nH]1 (configuration not stated)	-8
88	CCCCCCC12Cc3cc(OC)c(OC)cc3C(O1)c1c(cc(C)oc1=O)O2 (configuration not stated)	-6
89	COc1ccc(NC(=O)OC[C@@H]2CSCCS(=O)(=O)N2)cc1	-5
90	O=C(NCc1ccccc1)C(c1ccc(F)cc1)N1CCN(C(=O)C2CCCO2)CC1 (configuration not stated)	-4
91	CCN=C1NC(c2cccc(Cl)c2)C(C(=O)OC)=C(C)N1Cc1ccc(C(F)(F)F)cc1 (configuration not stated)	-8
92	Cc1c(C(=O)NCc2ccc([N+](=O)[O-])cc2)sc(=O)n1Cc1ccc2c(c1)OCO2	-3
93	Cn1c(-c2ccccc2)c(Sc2ccccc2)c2cc(-c3ccc4cc[nH]c4c3)ccc21	4
94	COc1cccc(CN2CCC2(C)C(=O)Nc2ccc3c(c2)OCO3)c1F (configuration not stated)	-3
95	COc1ccc(-c2cc(NC=O)c3ncc(-c4ccc(OC)c(OC)c4)n3c2)cc1OC	0
96	CCCCC(=O)N(C)c1c(C)nc2ccc(C(=O)NCCN(C)C)cn12	-4
97	CC(C)C[C@H](NC(=O)/C=C/[C@H]1O[C@@H](n2ccc(=O)[nH]c2=O)[C@H](O)[C@@H]1O)C(=O)O	0
98	CC(C)n1nnnc1C1c2ccccc2C(=O)N1Cc1ccco1 (configuration not stated)	-7
99	CCOC1=CC2=C(C(=O)C(Cl)=CC2=O)[C@@H]2CN(S(=O)(=O)c3ccc(C)cc3)[C@@H](c3ccccc3)[C@H]12	-8
100	COc1cccc(CNC(=O)C2(C)CCCN2C(=O)C(C)C)c1 (configuration not stated)	-8
101	N#CCc1ccc(OCCCN2CCC(C(O)(c3ccccc3)c3ccccc3)CC2)cc1	-6
102	CC(=O)Nc1cccc(Oc2nc(NC(C)C)nc3cc(-c4ccccc4)sc23)c1	-4
103	COC[C@@H]1CCCN1[C@H]1CS(=O)(=O)N[C@@H]1COCc1ccccc1	-5
104	CN1OC[C@@H]2CN(S(=O)(=O)c3ccccc3)[C@H](c3ccc(N4CCCCC4)cc3)C[C@@H]21	-1
105	CN(Cc1ccc(Cl)c(Cl)c1)C(c1cc2ccccc2o1)c1nnnn1C(C)(C)C (configuration not stated)	-3
106	COc1ccc(-c2cc(C(=O)NCc3ccc(F)cc3)[nH]n2)c(C)c1	-1
107	C[C@@H]1COc2cccc(N3CCN(Cc4ccccc4F)CC3)c2S(=O)(=O)N1	-6
108	CCCCC[C@@H]1CCCCC[C@H](O)C[C@@H](O)[C@@H](O)/C=C/C(=O)O1	-8
109	CCCCC(=O)N(C)c1c(CC)nc2c(OCc3ccc(Cl)cc3Cl)cccn12	-9
110	COCCN1C(=O)CSCC1(C)C(=O)NCc1ccccc1 (configuration not stated)	0
111	Cn1nc(C(C)(C)C)cc1N1C(=O)CCC1(C)C(=O)NCc1ccccc1 (configuration not stated)	-5
